# Screening results: PubChem BioAssay, The Scripps Research Institute Molecular Screening Center
# MITF primary: blocks human microphthalmia-associated transcription factor; inhibition, % at 2.6 µM; AlphaScreen MITF homodimerization, bead proximity signal; actives 0.91% (n = 650,000); AID 1259374; in the data active = inhibition above about 50%;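 note: 0% = vehicle wells with protein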
# Target sequence (O75030 whole entry, looked up): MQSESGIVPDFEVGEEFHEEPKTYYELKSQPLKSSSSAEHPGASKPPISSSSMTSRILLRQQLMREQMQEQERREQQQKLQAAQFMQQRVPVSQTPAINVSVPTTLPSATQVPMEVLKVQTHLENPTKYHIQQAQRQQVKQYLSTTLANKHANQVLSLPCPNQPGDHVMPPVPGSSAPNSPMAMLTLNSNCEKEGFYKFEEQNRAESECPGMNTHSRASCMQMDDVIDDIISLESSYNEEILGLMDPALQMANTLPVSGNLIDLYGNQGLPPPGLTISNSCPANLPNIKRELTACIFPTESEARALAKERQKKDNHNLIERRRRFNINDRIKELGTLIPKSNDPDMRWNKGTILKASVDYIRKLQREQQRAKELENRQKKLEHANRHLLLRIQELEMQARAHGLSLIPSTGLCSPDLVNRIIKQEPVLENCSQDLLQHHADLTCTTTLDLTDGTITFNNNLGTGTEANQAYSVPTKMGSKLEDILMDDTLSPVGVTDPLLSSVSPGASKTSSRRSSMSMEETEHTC
# FBW7 activator: activators of human E3 ligase FBW7; Q969H0; AlphaScreen FBW7–phospho-cyclin E peptide binding, activator screen; normalized activity (activation), % at 26.1 µM; actives 0.13% (n = 650,000); AID 1259310; in the data active = normalized activity above about 1.9%;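 note: purified mutant Fbw7 with reduced substrate affinity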
# TEAD-YAP block: TEAD-YAP interaction inhibition. HEK-TIYL cells, TEAD-Gal4/YAP UAS-luciferase luminescence. inhibition, % at 9.12 µM. actives 1.4% (n = 640,000). AID 1259422; in the data active = inhibition above about 32%;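 note: 0% = median of test compound wells and 100% = reference inhibitor wells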
# GPR151 ag: human GPR151 activation; Q8TDV0; PathHunter beta-arrestin GPR151 cells, luminescence; activation, % at 11.2 µM; actives 1% (n = 650,000); in the data active = activation above about 4.9%;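 note: 0% = median of compound wells and 100% = cells with positive control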
# Target sequence (Q8TDV0 whole entry, looked up): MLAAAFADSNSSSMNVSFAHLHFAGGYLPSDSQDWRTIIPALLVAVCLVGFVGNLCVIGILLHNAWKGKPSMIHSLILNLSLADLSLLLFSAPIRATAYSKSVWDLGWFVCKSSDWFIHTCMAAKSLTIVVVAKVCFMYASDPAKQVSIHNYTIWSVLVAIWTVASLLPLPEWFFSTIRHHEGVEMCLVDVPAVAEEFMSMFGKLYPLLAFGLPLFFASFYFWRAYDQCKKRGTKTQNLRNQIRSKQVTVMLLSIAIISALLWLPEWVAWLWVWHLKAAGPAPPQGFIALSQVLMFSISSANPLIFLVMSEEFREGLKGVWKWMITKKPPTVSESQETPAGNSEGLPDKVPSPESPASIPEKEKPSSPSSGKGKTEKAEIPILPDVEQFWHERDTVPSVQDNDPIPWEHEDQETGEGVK
# The depositor's hits bear a star.
# Fields: MITF primary	FBW7 activator	TEAD-YAP block	GPR151 ag
> O=C(NC1CC1)c1nc2c(nnn2Cc2ccccc2Cl)c(=O)[nH]1
  29	0.1	-16	0.1
> CC(C)SCCCOc1ccc([N+](=O)[O-])cc1
  13	0.2	3	0.8
> CC(C)N(CCNc1ccnc(NC2CCN(Cc3ccccc3)CC2)n1)C(C)C
  -4	0.2	-2	1.1
> COCCN(CCOC)S(=O)(=O)c1ccc(NC(=O)c2cnccn2)cc1
  3	0.7	10	-0.4
> Cc1ccc(NC(=O)NCc2nc(-c3ccc(Cl)cc3)no2)cc1
  14	0.6	5	-0.8
> C/C(=N\NC(=O)C12CC3CC(CC(C3)C1)C2)c1cc(O)ccc1O
  5	1.2	-24	-1.8
> COc1ccc(Nc2nc(Cl)nc(NCc3cccnc3)n2)cc1
  -3	-0.1	5	0.1
> Cc1ccc(CSc2nc3ccccc3c(=O)n2CC2CCC(C(=O)NCC3CCCO3)CC2)cc1 (centres undefined)
  0	0.0	10	-0.7
> NS(=O)(=O)c1ccc(N2CCCC2=O)c([N+](=O)[O-])c1
  -7	0.1	-4	1.2
> O=C(NCc1cccnc1)c1ccc(-c2ccccc2)nc1NCCc1ccccn1
  23	0.6	9	0.5
> C=CCOc1cccc(/C=N/NC(=O)C(=O)N2CCCC2)c1
  4	0.2	1	-1.4
> CC(C)Oc1ccc(C(=O)NCCCS(=O)(=O)N2CCN(c3ccccn3)CC2)cc1
  13	0.1	7	0.4
> CC(C)CCNC(=O)C(C)N(C(=O)Cn1nnc(-c2ccc(F)cc2)n1)C1CCCC1 (centres undefined)
  -5	-0.1	2	-0.2
> Cc1ccc(F)c(NC(=O)Nc2ccc(Cl)cc2)c1
  7	0.0	-8	0.5
> O=C(CCn1c(=S)[nH]c2ccsc2c1=O)NCCc1ccc(Cl)cc1
  3	0.0	9	1.4
> O=C(COc1ccccc1[N+](=O)[O-])N/N=C/c1ccc(O)cc1O
  0	-0.1	-45	0.9
> CC(C)N(C)CCOC(=O)c1ccccc1F
  -13	-0.1	-5	1.2
> CC(=O)N1CCc2c(sc(NC(=O)c3cccc(C(F)(F)F)c3)c2C(N)=O)C1
  4	0.0	5	-0.2
> O=[N+]([O-])c1ccc(-c2nc3ccccn3c2[N+](=O)[O-])cc1
  4	0.0	-11	-0.6
> CCn1c(=O)c2sccc2n2c(CCCC(=O)Nc3cccc(SC)c3)nnc12
  3	0.0	0	-2.3

# Some entries already given, showing only TEAD-YAP block and GPR151 ag:
Structure,TEAD-YAP block,GPR151 ag
CC(C)Oc1ccc(C(=O)NCCCS(=O)(=O)N2CCN(c3ccccn3)CC2)cc1,7,0.4
CC(C)CCNC(=O)C(C)N(C(=O)Cn1nnc(-c2ccc(F)cc2)n1)C1CCCC1 (centres undefined),2,-0.2

# Additional entries.
# Fields: MITF primary	FBW7 activator	TEAD-YAP block	GPR151 ag
> COc1cc(CN2CCC3(CC2)CC3C(=O)NCCc2ccccc2)ccc1F (centres undefined)
  -1	-0.1	1	-0.1
> CC1(NC(=O)C2CCCCC2)CCS(=O)(=O)C1 (centres undefined)
  -1	0.0	0	3.0
> CN(C)CCNc1nc2c(c(=O)[nH]c(=O)n2C)n1Cc1cccc(Br)c1
  -4	0.1	3	0.8
> CCOC(=O)C1=C(C)OC(N)=C(C#N)C1c1cc(Br)c(OC)c(OC)c1 (centres undefined)
  17	0.3	-3	-1.0
> C#Cc1cccc(NC(=O)/C=C/c2ccccc2)c1
  1	-0.1	-72	0.9
> CCN(CC(=O)NCc1ccc(Cl)cc1)CC(=O)Nc1ccc(C(N)=O)cc1
  -14	0.1	1	-0.8
> CCOC(=O)Cn1c(=O)c(-c2ccccc2N)nc2cc3ccccc3cc21
  1	-0.2	0	-0.3
> COc1ccccc1/C=C/CN(CCCN(C)C)CCCN(C)C
  49	0.0	-8	1.5
> O=C(c1cc(-c2ccco2)on1)N1CCN(c2ccccc2)CC1
  -2	0.0	12	-0.8
> COc1ccc(CCc2nnc(CCC(=O)NCc3ccc4ncccc4c3)o2)cc1
  16	-0.1	-5	-0.1
> CC1=C(C(=O)OCc2ccccc2)C(c2ccccc2C)C2=C(CCCC2=O)N1 (centres undefined)
  -3	0.0	-3	1.3
> Cc1oc(C(C)(C)C)c(CN2CCCC2)c1C(=O)O
  6	-0.1	10	0.5
> COc1ccc(CCNC(=O)c2csc3c2CCCC3)c(OC)c1
  -4	-0.1	-6	0.4
> Brc1ccc(Nc2ccc3ccccc3n2)nc1
  12	1.1	-84	0.1
> CN(C)N=Nc1cccc(/C=C/C(=O)O)c1
  -1	-0.1	-5	-0.2
> c1ccc(OCCNc2nc(Nc3ccncn3)nc3c2ncn3-c2ccccc2)cc1
  -17	-0.2	-6	0.7
> CCOc1ccc(NC(=O)CSc2nc3c(sc(=S)n3-c3ccc(OCC)cc3)c(=O)[nH]2)cc1
  -10	0.0	-13	-0.9
> COc1cc(NC(=O)c2cnc(Nc3ncccn3)s2)cc(OC)c1OC
  25	0.0	4	-1.3
> O=C(CCCc1c[nH]c2ccccc12)NCCOc1ccc(Cl)cc1
  3	0.1	-3	-0.1
> COc1ccnc(N2CCC(N(CC3CC3)C(=O)Nc3cccc(C(C)=O)c3)CC2)n1
  2	0.1	5	3.1

# Arranged by molecular weight (rising): 5 of the compounds above
# Fields: MITF primary	FBW7 activator	TEAD-YAP block	GPR151 ag
> CN(C)N=Nc1cccc(/C=C/C(=O)O)c1
  -1	-0.1	-5	-0.2
> COc1ccccc1/C=C/CN(CCCN(C)C)CCCN(C)C
  49	0.0	-8	1.5
> COc1cc(NC(=O)c2cnc(Nc3ncccn3)s2)cc(OC)c1OC
  25	0.0	4	-1.3
> CN(C)CCNc1nc2c(c(=O)[nH]c(=O)n2C)n1Cc1cccc(Br)c1
  -4	0.1	3	0.8
> COc1ccnc(N2CCC(N(CC3CC3)C(=O)Nc3cccc(C(C)=O)c3)CC2)n1
  2	0.1	5	3.1

# The results go on:
# Fields: MITF primary	FBW7 activator	TEAD-YAP block	GPR151 ag
> CCOC(=O)C1CSC(CC(=O)Nc2ccc(OCC)cc2)C(=O)N1 (centres undefined)
  17	0.1	1	-1.5
> O=C1CCCN1CCn1cnc2c(NCCc3ccc(O)cc3)nc(N3CCN(Cc4ccc5c(c4)OCO5)CC3)nc21
  -1	-0.1	2	-1.4
> CN1CCN(C(=O)CCNC(=O)Cn2ccc3ccccc3c2=O)CC1
  -8	-0.1	-5	-0.2
> Cc1ccc(CN2CCN(Cc3ccc(O)c(Cl)c3)CC2CCO)o1 (centres undefined)
  -5	-0.1	-2	0.0
> Nc1c(Nc2ccccc2C(=O)O)c2ccccc2oc1=O
  -5	-0.1	-12	1.8
> O=C(Nc1ccc(-c2nc3ccccc3o2)c(O)c1)c1ccc2c(c1)OCCO2
  21	0.7	0	-0.3
> O=C1NC(=S)N/C1=C\c1ccccc1OCc1ccc(C(=O)O)cc1
  15	0.4	8	-1.2
> CCc1ccccc1NS(=O)(=O)c1cc(Br)ccc1OC
  0	-0.2	2	0.5
> Cc1nc(CSc2nc3cc([N+](=O)[O-])ccc3o2)cs1
  11	0.2	3	-1.4
> CCc1nc(SCC(=O)N2CCOCC2)c2c(C)c(C)sc2n1
  0	-0.1	0	-0.5
> COc1ccccc1NS(=O)(=O)c1cccc(C(=O)NNC(=O)CNC(N)=O)c1
  2	-0.1	3	0.7
> CCOCCOC(=O)C1=C(C)NC2=C(C(=O)CCC2)C1c1ccc(OC)c(OCc2ccccc2)c1 (centres undefined)
  -3	-0.1	10	1.2
> Cn1cnnc1SCc1ccccc1Cl
  0	0.0	12	1.1
> COc1ccc(-c2csc(NC(=O)c3cccc(N4C(=O)CCC4=O)c3)n2)cc1C
  4	0.0	3	0.4
> Clc1ccccc1C1Oc2ccccc2C2CC(c3ccc4ccccc4c3)=NN21 (centres undefined)
  -6	-0.1	0	-0.7
> CCOC(=O)C1(C(F)(F)F)N=C(c2ccccc2)OC(N(C)C)=N1 (centres undefined)
  -8	-0.1	12	1.4
> CC1=C/C(=N\S(=O)(=O)c2ccccc2)C=CC1=O
  -5	0.3	10	0.0
> COc1ccc2nc(SCC(=O)c3ccc(Cl)cc3)[nH]c2c1
  3	0.0	-1	0.2
> CS(=O)(=O)c1ccc(S(=O)(=O)N2CCCC(c3[nH]ncc3-c3ccccc3)C2)cc1 (centres undefined)
  1	0.0	5	0.0
> Cc1nnc2c(NC3CC3)nc3ccccc3n12
  3	-0.2	0	0.3
> Cc1cc(C)nc(SCCO)n1
  -1	0.0	-3	-2.3
> CCc1nc2ccc(C(=O)OC)cc2nc1CC
  19	0.1	6	-0.5
> O=C(N/N=C/c1ccc(O)cc1)c1ccc(Cl)cc1Cl
  1	0.1	-8	1.3
> CCOC(=O)c1oc2ccccc2c1NC(=O)c1cc(Cl)ccc1OC
  8	0.8	9	-0.6
> Cc1sc(NC(=O)c2cccs2)c(C(N)=O)c1C
  20	0.1	-29	-1.0
> CCCCN1C(=O)S/C(=C\c2cc(Cl)ccc2O)C1=O
  -27	-0.1	3	0.7
> NC(=O)N/N=C/c1ccc(-c2cccc(C(F)(F)F)c2)o1
  -4	-0.3	-15	1.2
> COc1cccc(OCc2nc3cc(-c4cn[nH]c4)ccc3c(=O)[nH]2)c1
  0	0.6	23	-0.9
> COc1ccc(-c2nc3ccc(C(=O)NCc4ccccc4)cc3nc2-c2ccc(OC)c(OC)c2)cc1OC
  6	0.1	-1	1.5
> CCOc1ccc(CNCC2CCCN2CC)cc1 (centres undefined)
  15	0.0	4	1.0
> O=C(CC1SC(=Nc2ccccc2)NC1=O)Nc1ccccc1F (centres undefined)
  1	-0.4	5	0.3
> CC(C)(C)C(=O)NCCc1cn2ccccc2n1
  4	0.9	1	-0.6
> Cc1ccc(NC(=O)/C(C#N)=C/c2cn(CC(N)=O)c3ccccc23)cc1C
  7	-0.1	-1	-0.3
> COc1ccccc1-c1nc(-c2cc3ccccc3nc2OC)no1
  -6	0.1	-8	1.7
> CC(C)Cn1c(SCc2nnc(-c3ccc([N+](=O)[O-])cc3)o2)nnc1-c1ccco1
  -9	-0.2	1	-0.6
> COc1cccc(OC)c1C(=O)Nc1ccccc1N1CCOCC1
  19	0.2	2	-1.0
> CCOc1ccccc1C1CC(=O)NC(C)=C1C(=O)OCCSC (centres undefined)
  4	-0.2	2	0.4
> CC(C)c1ccc(NC(=O)c2cc(S(=O)(=O)NC3CCCCC3)ccc2F)cc1
  -3	-0.1	-11	2.5
> CCOC(=O)c1sc2nc(CC(=O)OC)nc(N3CCC(C)CC3)c2c1C
  -4	0.1	-6	-1.0
> O=C(CCCCn1c(=O)[nH]c2ccsc2c1=O)N1CCc2ccccc2C1
  6	0.2	-1	-1.0

# An excerpt of these results, with bars between the fields.
Structure | MITF primary | FBW7 activator | TEAD-YAP block | GPR151 ag
COc1ccc(-c2nc3ccc(C(=O)NCc4ccccc4)cc3nc2-c2ccc(OC)c(OC)c2)cc1OC | 6 | 0.1 | -1 | 1.5
O=C(N/N=C/c1ccc(O)cc1)c1ccc(Cl)cc1Cl | 1 | 0.1 | -8 | 1.3
CC(C)c1ccc(NC(=O)c2cc(S(=O)(=O)NC3CCCCC3)ccc2F)cc1 | -3 | -0.1 | -11 | 2.5

# (more compounds)
# Fields: MITF primary	FBW7 activator	TEAD-YAP block	GPR151 ag
> CCN(CC)c1nc(NCc2cccc(C(F)(F)F)c2)nc(Nc2ccc(N3CCOCC3)cc2)n1
  13	0.2	-7	1.4
> COc1ccc(CNC(=O)CCCCCn2c(SCC(=O)Nc3cccc(OC)c3)nc3cc4c(cc3c2=O)OCO4)cc1
  -7	-0.2	3	-0.2
> C=CCN(c1ccc(C(=O)NC2CC3CCC2C3)cc1)S(C)(=O)=O (centres undefined)
  6	0.2	-5	0.1
> COc1ccc(OC)c(C2NC(=S)NC(C)=C2C(=O)OC2CCC(C)C(C)C2)c1 (centres undefined)
  4	0.0	-9	-0.5
> CCOC(=O)C(NC(=O)c1ccccc1F)(Nc1sc2c(c1C(N)=O)CCCC2)C(F)(F)F (centres undefined)
  22	0.0	6	0.7
> NN=C1c2cc(S(=O)(=O)NCCO)ccc2-c2ccc(S(=O)(=O)NCCO)cc21
  -3	0.2	3	-1.6
> CSCCC(NC(=O)C1CCC(C)CC1)C(=O)Nc1cccnc1 (centres undefined)
  -4	0.0	5	-0.1
> S=C(c1cn(Cc2ccc(Cl)cc2)c2ccccc12)N1CCCC1
  10	-0.1	4	-0.6
> CC(=O)c1cccc(-c2nc(NCc3ccccc3)c3ncn(C4CCCCC4)c3n2)c1
  -3	0.1	-3	0.2
> Nc1ncnc2oc(-c3ccoc3)c(-c3ccco3)c12
  32	-0.4	8	-0.5
> CCc1ccc(S(=O)(=O)Nc2cc(OC)ccc2OC)cc1
  16	0.7	15	-2.2
> COC(=O)c1cc(CNC(=O)CN(C)C)cc(NC(=O)/C=C/c2ccccc2Cl)c1
  3	0.1	6	-0.5
> CC(=O)N/C(=C/c1ccc2c(c1)OCO2)C(N)=O
  -19	-0.4	3	0.0
> Cc1cc(=O)[nH]c(N/N=C/c2ccc(Br)s2)n1
  13	-0.2	-19	1.4
> COc1ccc(NC(=O)CC2C(=O)N(c3ccccc3)C(=S)N2Cc2cccnc2)cc1 (centres undefined)
  14	0.1	-7	1.8
> COc1ccccc1C(=O)Nc1nnc(S(=O)(=O)N2CCc3ccccc32)s1
  5	0.1	-15	3.3
> CCCCCCNS(=O)(=O)c1nc2nc(C)cc(C)n2n1
  6	0.0	5	2.0
> Cc1cc(C)c(NC(=O)CCC(=O)O)c(C)c1
  4	0.0	-4	-1.0

# The order is random; 3.4% or so of the library scored in one or more.
